PG9 binder: binders of HIV-1 gp120 antibody PG9, primary screen, biochemical, TR-FRET; HIV-1 gp120 / PG9 antibody interaction; TR-FRET gp120-PG9 antibody binding; inhibition, % at 6.7 µM; actives 0.43% (n = 360,000); AID 624416, 2012; in the data active = inhibition above about 8.5%
ssDAF-12 act: S. stercoralis DAF-12 nuclear receptor activators, primary screen, cell-based, luminescence, HEK293, GRIP1 co-expression, lit1-tk-luc. Nuclear hormone receptor DAF-12 (Strongyloides stercoralis). HEK293 ssDAF-12/GRIP1 lit1-tk-luc reporter; % of 3 µM dafachronic acid response. activation, % at 6.8 µM. actives 1% (n = 370,000);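 active = activation above the mean over all tested compounds plus 3 SD, cut at about 0.9% in these data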;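 also: 0% = DMSO-only wells and 100% = 3 µM delta7-dafachronic acid wells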
sPLA2-III inh: human group III sPLA2 inhibitors, primary screen, biochemical, QFRET, BODIPY PC-A2 liposome substrate; Group 3 secretory phospholipase A2 (Homo sapiens), Q9NZ20; QFRET BODIPY PC-A2 liposome hydrolysis, fluorescence; inhibition, % at 12.2 µM; actives 0.56% (n = 370,000); AID 743126, 2013;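 active = inhibition above mean plus 3 SD of compounds lying within the high and low control bounds, cut at about 19% in these data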;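 also: 0% = median of test compound wells and 100% = no enzyme DMSO wells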
Target sequence (Q9NZ20 whole entry, looked up): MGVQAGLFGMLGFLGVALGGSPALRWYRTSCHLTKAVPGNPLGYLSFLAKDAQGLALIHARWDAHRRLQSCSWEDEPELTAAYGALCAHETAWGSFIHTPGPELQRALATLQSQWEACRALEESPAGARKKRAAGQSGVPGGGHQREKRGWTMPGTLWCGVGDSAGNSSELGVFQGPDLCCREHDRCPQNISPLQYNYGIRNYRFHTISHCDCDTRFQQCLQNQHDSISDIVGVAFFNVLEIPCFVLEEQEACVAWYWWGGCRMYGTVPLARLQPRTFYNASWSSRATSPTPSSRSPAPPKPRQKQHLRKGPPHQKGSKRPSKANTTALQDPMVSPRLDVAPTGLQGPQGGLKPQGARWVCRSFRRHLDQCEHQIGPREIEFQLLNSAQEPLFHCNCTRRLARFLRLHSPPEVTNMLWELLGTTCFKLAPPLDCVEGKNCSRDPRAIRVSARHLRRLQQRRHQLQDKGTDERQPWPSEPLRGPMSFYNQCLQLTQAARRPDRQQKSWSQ
SMARCA2 activ: SMARCA2 (BRM) function activators, primary screen, cell-based, luminescence, high throughput; actives 1% (n = 370,000); MG213 cells, MMTV-luciferase reporter, dexamethasone, overnight; AID 652017, 2013; activation, % at 9.1 µM; in the data active = activation above about 7.8%;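 also: 0% = vehicle wells and 100% = reference activator wells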
hcDAF12 agonist: H. contortus DAF-12 nuclear receptor activators, primary screen, cell-based, luminescence, HEK293, lit1-tk-luc reporter. activation, % at 6.8 µM. actives 1.4% (n = 370,000). HEK293 hcDAF-12 lit1-tk-luc reporter; 0% DMSO, 100% Δ7-dafachronic acid. AID 652067, 2013;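 active = activation above the mean of all tested compounds plus 3 SD, cut at about 5.5% in these data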;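 also: 100% = response to 3 µM Δ7-dafachronic acid high control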
GAA850 FXN act: FXN promoter activators, primary screen, cell-based, luciferase luminescence, HEK293 lucGAA850; HEK293 lucGAA850 FXN promoter luciferase reporter, 24 h; percent of 10 µM SAHA response; AID 540364, 2011; actives 0.56% (n = 360,000); activation, % at 6 µM;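 active = activation above the average of all compounds screened plus 3 SD, cutoff fixed separately per campaign, cut at about 7.5% in these data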;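 also: 0% = DMSO wells and 100% = 10 µM SAHA wells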
DAX1 inh-1: DAX1 (NR0B1) inhibitors on StAR promoter, primary screen, cell-based, luminescence, SF-1 (NR5A1), full-length DAX-1; inhibition, % at 6.8 µM; actives 1.1% (n = 370,000); AID 652010, 2013; HEK293T StAR-luciferase reporter, SF-1/DAX-1 repression relief;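 active = inhibition above the mean over all tested compounds plus 3 SD, cut at about 3.6% in these data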;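 also: 0% = DAX-1 cells with DMSO and 100% = cells lacking DAX-1 with DMSO; higher inhibition means more luminescence from relief of DAX-1 repression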
Rev-erbA mod: modulators of Rev-erb alpha DNA binding, primary screen, biochemical, FITC-DNA, fluorescence polarization, uHTS | actives 0.79% (n = 370,000) | activity, % at 10 µM | Rev-erbα–FITC-DNA binding, 90 min;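 active = activity above about 14%, limit read from the data; passing the limit was not always enough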;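 also: 0% = DMSO wells with 35 nM protein and 100% = DMSO wells with 750 nM protein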
PLCb3 inh: human PLC-beta3 inhibitors, primary screen, biochemical, fluorescence. Purified PLC-beta3, fluorogenic substrate. inhibition, % at 12.2 µM. actives 0.18% (n = 370,000). 1-phosphatidylinositol 4,5-bisphosphate phosphodiesterase beta-3 (Homo sapiens), Q01970; in the data active = inhibition above about 11%;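 also: 0% = median of compound wells on plate and 100% = full blocker control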
hgDAF12 agonist: H. glycines DAF-12 receptor agonists, primary screen, cell-based, luminescence, HEK293, GAL4 fusion, UAS-luciferase. Nuclear hormone receptor DAF-12 (Heterodera glycines), GAL4 fusion. HEK293 GAL4-hgDAF12 UAS-luciferase reporter, agonist luminescence; normalized to butyrate control. activation, % at 6.8 µM. actives 1.8% (n = 370,000). AID 687014, 2013;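 active = activation above a cutoff set at the mean of all screened compounds plus 3 SD, cut at about 10% in these data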;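 also: 0% = DMSO wells and 100% = sodium butyrate wells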
DAX1 inh-2: DAX1 (NR0B1) inhibitors, primary screen, cell-based, HEK293, Gal4-DAX1, luciferase luminescence; HEK293 Gal4-DAX1 luciferase reporter; inhibition, % at 6.75 µM; actives 0.99% (n = 340,000); AID 504766, 2011;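 active = inhibition above the mean over all tested compounds plus 3 SD, cut at about 4.2% in these data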;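 also: 0% = DAX1-transfected cells with DMSO and 100% = empty-vector control cells with DMSO; inhibition shows as a rise in luminescence from relieved DAX1 repression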
Target sequence (P51843 207-470 limits assumed): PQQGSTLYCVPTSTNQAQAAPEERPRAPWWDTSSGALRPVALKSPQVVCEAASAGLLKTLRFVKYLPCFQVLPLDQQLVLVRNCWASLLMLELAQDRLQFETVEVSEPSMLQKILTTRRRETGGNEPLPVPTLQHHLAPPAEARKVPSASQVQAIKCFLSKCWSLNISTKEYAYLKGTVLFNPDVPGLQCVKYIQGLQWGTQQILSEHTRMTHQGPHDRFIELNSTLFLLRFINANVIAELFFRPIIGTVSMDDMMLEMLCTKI
* hit, by the source's call; . = no result given. No enrichment for hits. About 7% of those tested had a hit in this group.

Results follow in this order: PG9 binder | ssDAF-12 act | sPLA2-III inh | SMARCA2 activ | hcDAF12 agonist | GAA850 FXN act | DAX1 inh-1 | Rev-erbA mod | PLCb3 inh | hgDAF12 agonist | DAX1 inh-2
#1 COc1ccc(/C=C\C(=O)NCC(=O)N/N=C/c2cccc(OC)c2O)cc1
  -3.5 | 0.1 | -12 | 0 | 0.5 | 0.7 | 0.0 | -8 | -23 | -0.1 | -0.3
#2 COC(=O)c1ccc(C2NC(=O)c3c(sc(C)c3C)N2)cc1 (centres undefined)
  -0.5 | -0.2 | -10 | 2 | -0.5 | -0.2 | 0.0 | -3 | -87 | 5.0 | 0.8
#3 COc1cccc(NC(=O)NNS(=O)(=O)c2ccc(OC)cc2OC)c1
  0.4 | -0.9 | -11 | 6 | 1.6 | -0.1 | 0.4 | -4 | 0 | 4.0 | 0.1
#4 COc1ccc(OCCCC(=O)OCC(=O)Nc2sccc2C(N)=O)cc1
  0.4 | -0.8 | 0 | 1 | -1.1 | -1.3 | -0.1 | -4 | 2 | 0.0 | -1.6
#5 CCOc1cc(/C=C2\C(=O)N(CCc3ccc(OC)c(OC)c3)C(C)=C2C(=O)OC)ccc1O
  -3.0 | -1.4 | -22 | -3 | -1.1 | 1.3 | -0.6 | 2 | -7 | -4.4 | 0.8
#6 C/C(CC1CC(C)(C)OC1=O)=N\NC(N)=S (centres undefined)
  0.6 | -0.8 | 9 | 1 | -1.4 | -0.1 | -0.6 | 3 | -4 | 0.1 | .
#7 O=C(CSc1nnc(C2COc3ccccc3O2)o1)N1CCN(c2ccccc2)CC1 (centres undefined)
  -0.1 | -0.7 | 5 | -4 | 0.1 | 1.7 | 0.3 | -6 | -7 | -0.9 | 0.9
#8 Cc1cc(C)n2nc(SCC(=O)NC3CCCCC3C)nc2n1 (centres undefined)
  -0.5 | -1.2 | 0 | 4 | -0.9 | 0.0 | 0.5 | 6 | -4 | -0.3 | -0.3
#9 COC(=O)c1ccc(NC(=O)C(=O)N2CCN(C(=S)Nc3cccc(C)c3C)CC2)cc1
  -1.7 | -1.9 | -3 | -4 | -1.1 | 0.8 | -0.8 | -4 | 1 | -2.0 | -1.3
#10 CCCCC(=O)Nc1cccc(NC(=O)c2ccc3c(c2)OCO3)c1
  1.5 | -1.5 | -5 | -5 | -1.6 | 0.2 | -1.2 | 2 | 1 | 0.5 | 0.5
#11 CCCCc1ccc(S(=O)(=O)NC(=O)C2(C)CCN2C(=O)Cc2ccccc2)cc1 (centres undefined)
  1.1 | -0.3 | -11 | -2 | -1.9 | 1.2 | -0.6 | -3 | -4 | 0.1 | .
#12 Cc1csc(N/N=C\c2cccnc2)n1
  -3.1 | -0.2 | -1 | 5 | 4.5 | 6.0 | 0.2 | 1 | -18 | 4.2 | -0.6
#13 CCOc1ccc(NS(=O)(=O)c2cc(NC(=O)C3CC3)ccc2C)cc1Br
  -0.8 | -1.2 | -32 | -2 | 0.4 | 0.8 | 0.1 | 6 | 3 | 3.1 | 2.8
#14 O=C1COc2ccc(C(=O)COC(=O)Cc3ccc(Cl)cc3)cc2N1
  -0.9 | -1.6 | -17 | 0 | -0.3 | 0.0 | -0.7 | 3 | -152 | 2.8 | -0.2
#15 O=C(OCc1cn([C@@H]2CN(C(=O)c3cccs3)[C@@H](c3ccccc3)C[C@H]2O)nn1)c1ccccc1
  -2.1 | -1.0 | -10 | -5 | -0.6 | -2.5 | -0.6 | 2 | 1 | 4.9 | 0.6
#16 CCn1c(=O)c2c(n3c(=S)[nH]nc13)-c1ccccc1CC21CCCCC1
  -0.2 | -1.6 | 1 | -2 | -1.3 | 2.5 | -0.9 | -1 | -11 | 1.3 | -1.4
#17 Cc1ccc(SCc2cc(=O)[nH]c(/N=C(\N)Nc3ccccc3Sc3ccccc3)n2)cc1
  -0.3 | -0.8 | 12 | -1 | -0.2 | 2.8 | -0.6 | 3 | 0 | -4.0 | 1.4
#18 C(=N\n1cnnc1)/c1ccc2c(c1)OCO2
  -0.9 | -0.5 | 7 | 1 | -1.1 | 1.1 | -0.6 | -5 | -4 | 0.7 | -0.7
#19 CC(=O)c1sc(NC(=O)c2cccc3ccccc23)nc1C
  1.4 | -0.9 | 0 | -1 | -0.6 | 1.4 | 0.6 | 0 | 0 | 3.5 | 0.2
#20 COCCCNC(=O)c1cc(C)nn1-c1ccccc1
  -2.1 | -0.3 | -2 | 0 | -1.7 | -1.0 | -0.2 | 1 | -5 | 0.8 | -0.6
#21 O=C(CSc1nc2ccccc2[nH]1)Nc1ccc(N2CCOCC2)cc1
  -3.8 | -1.1 | -7 | -1 | -1.8 | 1.0 | -2.3 | -4 | -12 | 0.7 | 0.0
#22 Cc1ccc(S(=O)(=O)NC2=NCN(C(C)C)CN2)cc1
  -0.7 | -1.2 | 3 | -5 | -1.4 | 1.1 | -0.1 | -1 | -4 | -0.5 | 0.2
#23 CSc1nc(Cl)cc(N2CCOCC2)n1
  -1.7 | -1.4 | 6 | 1 | -1.3 | 3.5 | 0.0 | 0 | 1 | 5.1 | -0.4
#24 N#CCC(=O)Nc1ccc(C(=O)NNC(=O)CCN2CCN(c3ccccc3)CC2)cc1
  -0.1 | -0.4 | -30 | 2 | -0.2 | 1.3 | -1.1 | 6 | -17 | 0.1 | 0.6
#25 Cc1ccc(C(=O)N2CCOCC2)cc1S(=O)(=O)Nc1cccc(C)c1C
  -0.6 | -1.4 | 10 | 0 | -1.5 | 2.3 | 0.3 | 4 | 4 | -0.4 | 0.3
#26 CCOC(=O)C(Cc1ccc(O)cc1)NC(=O)CCc1c[nH]c2ccccc12 (centres undefined)
  -0.8 | -0.6 | -42 | -1 | -0.8 | 0.1 | -0.2 | 5 | -2 | 1.0 | 0.1
#27 COc1ccc(CC(=O)N2CCN(c3ccccc3)CC2)cc1
  -0.6 | -0.9 | -2 | 1 | -1.5 | -0.9 | 0.0 | 3 | -4 | -0.3 | 0.0
#28 CCOC(=O)C1=C(C)Nc2ccccc2N/C1=N\S(=O)(=O)c1ccc(Cl)cc1
  0.0 | -0.3 | -21 | -4 | -0.2 | 0.1 | -0.6 | 0 | -7 | -2.5 | -0.6
#29 Cc1nc2cc(-c3ccc(F)cc3)[nH]n2c(=O)c1C
  -0.2 | 0.9 | -5 | 2 | 4.4 | 5.3 | 1.9 | 2 | -19 | 8.1 | 2.4
#30 O=C(Cn1cnc2c(nnn2Cc2ccc(Cl)cc2)c1=O)c1ccccc1
  -0.6 | -0.9 | -19 | 2 | 0.8 | 0.2 | 1.0 | -12 | 1 | -2.9 | -0.4
#31 COCC1CCCCN1Cc1cn(-c2ccccc2)nc1-c1ccc2c(c1)OCO2 (centres undefined)
  -0.3 | -1.3 | -2 | 2 | 0.0 | 2.7 | -0.1 | 1 | 3 | -1.0 | -0.2
#32 Cc1c(C(=O)NCc2cccnc2)sc2ncn(CC(=O)N3CCCCC3C)c(=O)c12 (centres undefined)
  -1.1 | -1.3 | 4 | 2 | -0.1 | 1.7 | -0.3 | 0 | 3 | 0.5 | 0.2
#33 O=C(NCC1CCCCC1)c1ccc([N+](=O)[O-])cc1
  0.1 | -1.3 | 1 | 1 | -0.4 | 1.6 | -0.1 | 2 | -2 | 3.4 | 10*
#34 Cc1csc2c(N3CCC(C(=O)O)CC3)ncnc12
  0.3 | -1.1 | -3 | 3 | 1.0 | 0.9 | 0.1 | 5 | -7 | -0.7 | 2.4
#35 COc1ccc(C)cc1NC(=O)CSc1nnc(-c2n[nH]c3c2CCC3)n1N
  . | -1.1 | 4 | -8 | -1.9 | . | -0.4 | 1 | -1 | -1.3 | .
#36 O=C(Nc1ccc(-c2ccco2)cc1)C1CCCN(Cc2ccco2)C1 (centres undefined)
  -1.5 | -1.1 | -14 | -3 | 0.6 | 1.0 | 0.1 | 3 | 0 | -0.5 | 0.0
#37 Cc1cccc(CN2CCC(N3CC(C)OC(C)C3)CC2)c1 (centres undefined)
  1.6 | -1.1 | 9 | -2 | 0.7 | 0.4 | 0.4 | 6 | 9 | -1.7 | 0.6
#38 Cc1ccc(S(=O)(=O)c2nc(-c3ccccc3)oc2NCc2cccnc2)cc1
  1.8 | -1.4 | -12 | -4 | -2.3 | 0.8 | -0.5 | 1 | -12 | -1.5 | 0.1
#39 CCOC(=O)C1=C(C)NC(=O)NC1c1cc(Br)c(O)c(OC)c1 (centres undefined)
  1.3 | -1.6 | -8 | 2 | -0.2 | 1.1 | 0.4 | -8 | -27 | 2.1 | -0.4
#40 COc1cc(NC(=NS(=O)(=O)c2ccccc2)c2ccccc2)ncn1
  -0.5 | 0.7 | -1 | 3 | 5.5 | 3.5 | 2.5 | -7 | 3 | 10 | 3.3
#41 CCOc1ccc(OCCC(=O)OCC(=O)NC2CCCC2)cc1
  1.4 | -0.4 | 1 | -2 | 0.2 | 0.0 | -0.9 | 5 | -4 | -1.5 | 1.1
#42 COc1ccccc1NC(=O)C(CC(=O)O)Cc1cc(C)cc(C)c1 (centres undefined)
  -1.4 | -1.5 | -3 | -1 | 0.1 | -0.4 | -0.3 | -3 | 1 | -0.1 | 0.8
#43 O=C(c1ccco1)N1CCN(C(c2cccs2)c2nnnn2C2CCCC2)CC1 (centres undefined)
  1.1 | -1.4 | 0 | -1 | -1.7 | -2.1 | 0.3 | -5 | 4 | 1.9 | -0.9
#44 Brc1cc(Br)cc(CN2CCSCC2)c1
  -0.1 | -1.3 | 5 | -3 | -0.1 | -0.3 | 0.5 | 1 | -6 | -0.7 | .
#45 O=NNc1nc2ccccc2n1Cc1ccccc1
  0.1 | 0.0 | 3 | 0 | -2.1 | 2.3 | -0.7 | -4 | -11 | -5.5 | -1.2
#46 COC(=O)[C@]12C[C@H](CC(=O)N3CCCC3)C(=O)N(Cc3cccc4ccccc34)C1=C[C@H](COCc1ccccc1)O[C@@H]2C
  . | -1.4 | 4 | -4 | -2.8 | . | -0.1 | -6 | 3 | 2.9 | .
#47 CSc1ccc(CN2CCC(N3CC(C)OC(C)C3)CC2)cc1 (centres undefined)
  -1.1 | -1.0 | 0 | -1 | -1.5 | 0.3 | -0.3 | -1 | -1 | -2.6 | -0.3
